Bioassay records: PubChem, The Scripps Research Institute Molecular Screening Center
CTSL1 counter = blocks F. hepatica cathepsin L1 in PFM18AAP counter-screen; recombinant F. hepatica cathepsin L1, Z-Leu-Arg-MCA fluorescence; inhibition, % at 5.96 µM; 300,000 compounds, 0.49% hits; AID 1906;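 active means inhibition above the mean of all tested compounds plus 3 SD, set per screening campaign, cut at about 17% in these data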;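 further: 0% = plate median of test compound wells and 100% = 1 µM Z-Phe-Ala-diazomethylketone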
HCV core dimer = blocks dimerization of HCV core protein. TR-FRET GST/Flag-core106 dimerization, 1536-well. inhibition, % at 5 µM. 300,000 compounds, 0.33% hits;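 active means inhibition above the mean of all tested compounds plus 3 SD, set per screening campaign, cut at about 45% in these data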
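System – GST-tagged and Flag-tagged HCV core protein residues 1-106 · Repeats – one well for each compound · Technique – TR-FRET 671 and 617 nm emission · Doses – one concentration, 5 µM, in 0.5% DMSO · Times – 4 h, 22.5 °C incubation · Also added – Eu donor and XL665 acceptor anti-tag antibodies · Measure – percent inhibition of core106 dimerization signal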
TPT1 inhibitor = inhibitors of Candida albicans tRNA 2'-phosphotransferase TPT1; recombinant caTPT1, FP RNA substrate dephosphorylation; inhibition, % at 5 µM; 300,000 compounds, 0.81% hits; AID 1962;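 active means inhibition above the mean of all tested compounds plus 3 SD, set per screening campaign, cut at about 24% in these data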;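 further: plate controls were DMSO alone for no effect and ferristatin control at 100 nM for full effect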
proCasp3 act = procaspase-3 (human) activation. P42574. recombinant procaspase-3 D3A, Ac-DEVD-pNA absorbance 405 nm. activation, % at 8.5 µM. 330,000 compounds, 0.11% hits. AID 463141;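 active means activation above the mean of all tested compounds plus 3 SD, cut at about 21% in these data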;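 further: 0% = DMSO alone and 100% = DMSO wells spiked with extra 5 µM PC-3 D3A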
Target sequence (P42574 whole entry D9A/D28A/D175A): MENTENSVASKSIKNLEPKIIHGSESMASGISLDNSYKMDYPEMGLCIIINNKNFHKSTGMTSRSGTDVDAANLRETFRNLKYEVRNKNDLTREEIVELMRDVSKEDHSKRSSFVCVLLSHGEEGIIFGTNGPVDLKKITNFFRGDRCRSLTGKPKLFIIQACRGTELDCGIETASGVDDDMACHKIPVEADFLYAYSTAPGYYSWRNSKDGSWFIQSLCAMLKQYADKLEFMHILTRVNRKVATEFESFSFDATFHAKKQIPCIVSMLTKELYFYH
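Technique: 405 nm absorbance of p-nitroaniline, reads at 0 and 120 min; Test system: Procaspase-3 D3A mutant; Incubation: 1 h enzyme-compound preincubation, then 2 h substrate reaction, 25 °C; Repeats: singlicate, each compound tested once; Benchmarks: low control DMSO wells, high control DMSO plus 5 µM PC-3 D3A.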
proCasp7 act = activates human procaspase-7, counter-screen for procaspase-3 activators. P55210. recombinant procaspase-7, Ac-DEVD-pNA absorbance 405 nm; D23A/D198A/D206A triple mutant, cannot self-cleave; scale: DMSO 0, 5 µM enzyme 100. activation, % at 8.5 µM. 330,000 compounds, 0.093% hits. AID 463210;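 active means percent activation above the screen-wide mean plus 3 SD, cut at about 25% in these data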
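Material: Procaspase-7 triple mutant (PC-7 D3A) | Quantity: 2 µM procaspase-7 mutant as dispensed | Reagent: DEVD-pNA substrate | Times: 1 h preincubation, 2 h reaction | Technique: 405 nm absorbance of p-nitroaniline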
AHR act = activators of human aryl hydrocarbon receptor; 320,000 compounds, 2.5% hits; AHR-responsive luciferase reporter cells, luminescence; P35869; activation, % at 5 µM; in the data active means activation above about 47%;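 further: 0% = vehicle wells and 100% = reference agonist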
Target sequence (P35869 whole entry, looked up): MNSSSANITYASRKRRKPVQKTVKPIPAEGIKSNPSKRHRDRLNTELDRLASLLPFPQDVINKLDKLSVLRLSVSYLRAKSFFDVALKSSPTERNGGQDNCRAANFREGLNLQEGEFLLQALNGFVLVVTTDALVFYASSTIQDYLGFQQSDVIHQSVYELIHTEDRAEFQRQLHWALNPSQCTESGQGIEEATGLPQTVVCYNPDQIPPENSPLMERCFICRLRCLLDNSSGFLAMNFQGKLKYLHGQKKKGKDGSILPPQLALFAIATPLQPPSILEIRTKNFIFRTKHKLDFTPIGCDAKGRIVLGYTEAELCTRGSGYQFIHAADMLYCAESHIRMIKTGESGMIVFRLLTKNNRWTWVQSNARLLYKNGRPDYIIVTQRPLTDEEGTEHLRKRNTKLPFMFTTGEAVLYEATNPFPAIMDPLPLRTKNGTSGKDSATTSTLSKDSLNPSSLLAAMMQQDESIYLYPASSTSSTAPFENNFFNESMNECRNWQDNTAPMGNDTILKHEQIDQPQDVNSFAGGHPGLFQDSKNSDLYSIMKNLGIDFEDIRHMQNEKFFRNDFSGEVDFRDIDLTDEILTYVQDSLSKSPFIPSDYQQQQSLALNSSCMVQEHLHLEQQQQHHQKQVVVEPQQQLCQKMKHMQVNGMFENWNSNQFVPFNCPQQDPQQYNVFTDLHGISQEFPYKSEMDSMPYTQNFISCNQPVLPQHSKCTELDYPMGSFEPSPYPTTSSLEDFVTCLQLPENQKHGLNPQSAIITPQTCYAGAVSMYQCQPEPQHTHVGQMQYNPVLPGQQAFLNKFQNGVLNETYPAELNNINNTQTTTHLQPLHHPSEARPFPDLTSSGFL
PP5 inh = inhibitors of human protein phosphatase 5 (PP5); purified PP5c, OMFP substrate fluorescence; inhibition, % at 6.7 µM; 320,000 compounds, 0.18% hits;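 active means inhibition above the campaign's mean inhibition across all tested compounds plus 3 SD, cut at about 9.5% in these data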;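 further: 0% = DMSO only and 100% = 100 µM cantharidin control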
PAFAH2 FP inh = PAFAH2 (human) inhibition; Q99487; recombinant PAFAH2, FP-rhodamine activity probe, fluorescence polarization; inhibition, % at 3.39 µM; 340,000 compounds, 0.99% hits; AID 492956;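 active means inhibition above the mean over all tested compounds plus 3 SD, cut at about 30% in these data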;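 further: inhibitors block probe labeling of enzyme so polarization drops; 0% = enzyme with DMSO and 100% = wells lacking PAFAH2 protein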
PP1 inh = counter-screen for PP5 inhibitors: inhibitors of human PP1-alpha | inhibition, % at 6.7 µM | purified PP1alpha, OMFP fluorescence | 320,000 compounds, 0.9% hits | P62136;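 active means inhibition above the mean inhibition of all tested compounds plus 3 SD, computed separately for each screening campaign, cut at about 15% in these data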
* = called active by the depositor; . = no result given.

SMILES | CTSL1 counter | HCV core dimer | TPT1 inhibitor | proCasp3 act | proCasp7 act | AHR act | PP5 inh | PAFAH2 FP inh | PP1 inh
O=C(NCc1ccc(F)cc1)N[C@@H](Cc1ccccc1)C(=O)O | 3.4 | -7.8 | -2.2 | 5.6 | -8.4 | 1.6 | 0.2 | -6.2 | -1.8
COc1ccc(C2Sc3nncn3N2Cc2ccc(C#N)cc2)cc1 (stereo unspecified) | 4.2 | -5.2 | -2.5 | -2.2 | -1.1 | 0.8 | -2.7 | 3.7 | 4.9
Cc1ccc(Cl)cc1N=C(N)N=C(N)N | -3.6 | 1.0 | -0.8 | -4.3 | -0.1 | 2.2 | 1.0 | 4.0 | 1.1
Oc1cccc(NC(=S)Nc2ccc(SC(F)F)cc2)c1 | -1.5 | -0.9 | 5.9 | -10.0 | -8.2 | 2.6 | 3.6 | -3.5 | 1.4
CC1(c2ccc(Cl)cc2)NC(=O)N(CC(=O)Nc2cccnc2Cl)C1=O (stereo unspecified) | -0.7 | -0.6 | -1.1 | 2.9 | 3.9 | 0.2 | 0.3 | -2.3 | -6.7
COC(=O)[C@H](Cc1ccccc1)NC(=O)N(C)Cc1ccccc1 | 3.5 | -3.6 | 0.8 | -10.4 | -3.2 | -3.3 | -1.3 | -0.7 | -3.1
COc1ccc(-n2nc(C(=O)NCC(=O)Nc3cc(Cl)c(OC)cc3OC)c3ccccc3c2=O)cc1 | -0.7 | -10.6 | -3.9 | -1.5 | -6.9 | 5.4 | 0.9 | -14.9 | 0.2
COC(=O)C1CCN(CC(=O)Nc2ccc(OC)c(Cl)c2)CC1 | -1.3 | -1.7 | -1.7 | -0.6 | 8.6 | -0.2 | 2.4 | 12.3 | -4.4
CCc1ccc(OCC(=O)NNC(=O)Cc2cccs2)cc1 | -3.3 | 22.0 | 0.7 | -5.6 | -5.9 | 7.7 | 3.8 | 4.3 | -1.4
COc1ccccc1-c1oc2ccccc2c1C#CC(C)(C)O | . | . | . | 9.1 | -2.8 | 4.5 | 3.4 | 4.3 | -2.5
Cc1cccc(N2CCN(C(=O)C(C)n3nc(C)n4c(cc5occc54)c3=O)CC2)c1C (stereo unspecified) | 6.5 | 12.6 | 0.0 | 1.1 | -12.8 | 7.6 | -5.5 | -3.8 | 5.2
CCN(C(=O)COC(=O)Cc1c(F)cccc1Cl)c1c(N)n(Cc2ccccc2)c(=O)[nH]c1=O | . | . | . | -1.5 | -1.4 | 0.3 | -3.0 | -3.4 | -3.3
CC(C)c1cc(NCCCN2CCOCC2)n2c(nc3ccccc32)c1C#N | 2.4 | 2.3 | 1.4 | -4.2 | -5.1 | 1.3 | 1.1 | 3.3 | 2.1
Cc1ccc(-c2cc(C#N)c(=O)n(Cc3c(Cl)cccc3Cl)c2)cc1 | 5.3 | 7.6 | -1.7 | -9.3 | 4.6 | -0.8 | 0.2 | 10.4 | -4.7
CC(C)(C)C(=O)Nc1ccccc1N1CCN(c2ccc(F)cc2)CC1 | -1.1 | -0.4 | 0.9 | 5.5 | -6.7 | 0.3 | -1.5 | -3.5 | -3.0
O=C(Nc1nnc(C23CC4CC(CC(C4)C2)C3)s1)c1ccc(N2C(=O)CCC2=O)cc1 | -0.9 | -2.2 | -1.8 | 0.1 | 3.1 | -2.3 | 2.1 | 1.2 | -6.0
O=S(=O)(NCc1c(Cl)cccc1Oc1ccccc1)c1ccccc1 | 0.3 | 4.6 | -4.8 | -8.9 | 4.0 | 1.1 | 2.7 | 9.7 | 6.1
CC1Cc2ccccc2N1C(=O)c1cc2sccc2n1Cc1ccc(F)cc1 (stereo unspecified) | 3.0 | 15.7 | 8.2 | 1.5 | -5.5 | 4.1 | 0.1 | 5.2 | -1.2
Cn1c(CC(=O)NNC(=O)c2ccccc2[N+](=O)[O-])nc2ccccc21 | . | . | . | 5.8 | -0.1 | 24.5 | 2.4 | 2.8 | 0.6
COc1ccccc1N1CCN(C(=O)Cc2ccc(Cl)cc2)CC1 | -1.1 | 5.7 | 2.9 | -0.1 | -5.5 | 2.1 | -0.4 | 2.0 | -0.7
CC1=NNC(=O)C1CCC(=O)N/N=C\c1cccc(Cl)c1 (stereo unspecified) | 1.4 | -4.5 | -1.7 | -3.5 | 2.3 | 6.8 | 3.0 | 9.5 | -1.0
O=C(NCC(c1ccco1)N1CCc2ccccc2C1)c1cccc([N+](=O)[O-])c1 (stereo unspecified) | 0.5 | 1.7 | -0.6 | 3.5 | 0.8 | -2.3 | -0.3 | 2.9 | -6.5
O=C(COC(=O)Cc1ccc(Cl)cc1)Nc1ccccc1F | -10.1 | -0.4 | 0.1 | 7.2 | 0.7 | 2.3 | 0.2 | 7.8 | 2.4
Cc1nc(-c2ccccc2OC(F)(F)F)[nH]c(=O)c1Cl | -0.1 | -7.3 | 0.9 | -2.3 | -5.0 | 1.9 | -0.2 | -1.6 | -1.2
COc1cccc(N2C(=O)C3CCCN3C2=S)c1 (stereo unspecified) | -2.1 | -0.5 | 1.1 | -12.5 | -14.4 | 1.6 | 0.0 | -10.9 | -0.7

Looked up by structure from the list above:
SMILES | CTSL1 counter | HCV core dimer | TPT1 inhibitor | proCasp3 act | proCasp7 act | AHR act | PP5 inh | PAFAH2 FP inh | PP1 inh
COc1cccc(N2C(=O)C3CCCN3C2=S)c1 (stereo unspecified) | -2.1 | -0.5 | 1.1 | -12.5 | -14.4 | 1.6 | 0.0 | -10.9 | -0.7
O=C(COC(=O)Cc1ccc(Cl)cc1)Nc1ccccc1F | -10.1 | -0.4 | 0.1 | 7.2 | 0.7 | 2.3 | 0.2 | 7.8 | 2.4
COc1ccccc1N1CCN(C(=O)Cc2ccc(Cl)cc2)CC1 | -1.1 | 5.7 | 2.9 | -0.1 | -5.5 | 2.1 | -0.4 | 2.0 | -0.7

Further structures.
SMILES | CTSL1 counter | HCV core dimer | TPT1 inhibitor | proCasp3 act | proCasp7 act | AHR act | PP5 inh | PAFAH2 FP inh | PP1 inh
COc1cc(C(=O)NNC(=O)CN2C(=O)NC3(CCCC3)C2=O)cc(OC)c1OC | . | . | . | 5.1 | 6.1 | -0.4 | 0.1 | 1.3 | 1.0
Nc1ccc(C(=O)OC2CCOC2=O)cc1[N+](=O)[O-] (stereo unspecified) | -0.8 | 5.2 | 0.1 | 0.5 | 0.5 | 0.5 | 3.7 | 0.1 | 2.3
COc1ccc2nc(C)cc(Nc3ccc(C(=O)O)cc3)c2c1 | 1.6 | -1.2 | 4.1 | 1.5 | -6.0 | 2.5 | -0.4 | -0.3 | 1.8
Cc1ccc(C(=O)NC(=S)Nc2ccc(N3CCOCC3)cc2)cc1 | 0.6 | -0.1 | -1.9 | -4.6 | -18.6 | 5.1 | 2.4 | 2.5 | 0.2
COc1cccc(C(=O)Nc2c[nH]c(=O)[nH]c2=O)c1 | -2.6 | -2.4 | -2.3 | 4.4 | 1.6 | 4.2 | 0.2 | -4.1 | -1.3
Cc1ccc(C(=O)Nc2cccc(C(=O)N3CCN(C)CC3)c2)cc1 | -0.5 | -0.6 | -2.9 | 3.8 | 2.3 | 7.3 | -2.2 | -7.6 | -2.5
COC(=O)c1ccc(/C=N/NC(=O)CC(=O)NC2CCCCC2)cc1 | 4.7 | 0.0 | 2.6 | -12.7 | 0.8 | 14.7 | 2.8 | -1.3 | -3.5
O=C(NCc1ccc(Cl)cc1)C1CCC(=O)N(C2CCCCCC2)C1 (stereo unspecified) | -1.1 | -1.1 | 1.7 | -1.0 | 1.6 | -1.4 | 2.4 | 0.9 | 2.6
O=C(COc1ccc(S(=O)(=O)N2CCOCC2)cc1)NCc1ccccc1 | -1.4 | -0.6 | 1.7 | 1.4 | 2.1 | 0.2 | 2.6 | 2.4 | -4.0
S=C(NCCc1ccccc1)Nc1cccc2cnccc12 | -0.3 | -3.3 | 1.7 | 6.7 | -9.2 | -3.6 | 0.3 | 1.7 | -0.4
COc1ccc(N2CCN(C(CNC(=O)C(=O)NCCCO)c3ccco3)CC2)cc1 (stereo unspecified) | -0.1 | -1.7 | -1.0 | 0.7 | 5.5 | -1.5 | -2.2 | -4.3 | -2.9
Cc1ccc(NC(=O)COC(=O)c2ccco2)cc1 | -5.1 | -7.1 | -6.2 | -1.5 | 4.8 | -2.4 | 0.5 | 61.8* | 4.2
Cc1sc2nc(CSC(C)C(=O)N(C)CC(=O)Nc3ccccc3C(F)(F)F)[nH]c(=O)c2c1C (stereo unspecified) | -2.7 | 2.5 | 9.9 | 14.4 | 2.7 | 3.4 | -1.8 | 11.0 | 0.2
NC(=O)C1CCN(C(=O)COc2ccc3ccccc3c2Br)CC1 | -2.1 | -5.2 | -2.1 | 7.0 | 4.3 | -8.1 | -1.5 | 2.1 | -3.3
O=C(CN1C(=O)NC(c2ccccc2)(c2ccccc2)C1=O)NCc1ccco1 | . | . | . | -0.8 | -0.1 | -1.3 | . | 4.9 | .
Cc1cc(OCC(=O)Nc2ncn[nH]2)ccc1Cl | . | . | . | 2.9 | 6.3 | -4.8 | 0.2 | 0.3 | 3.0
CC1CC(Nc2ccccc2)=NC1(C)C (stereo unspecified) | -0.1 | -6.8 | 0.9 | 2.9 | 7.5 | -2.0 | 4.8 | -6.6 | -0.4
C=CCOc1cccc(C2C(C(=O)c3ccc(C)o3)=C(O)C(=O)N2c2nccs2)c1 (stereo unspecified) | 0.2 | 19.9 | -90.9 | -24.9 | -21.1 | 32.6 | -0.8 | 10.6 | 21.6*
Cn1cnnc1SCC(=O)Nc1ccc(F)cc1 | 2.9 | -11.3 | -7.3 | -0.4 | -3.0 | 2.5 | -6.9 | 5.3 | 2.1
O=C(/C=C/c1ccc(-c2ccccc2)o1)c1ccccc1 | 64.3* | 25.4 | 13.1 | -12.3 | -18.6 | 29.0 | -3.6 | 5.8 | 1.4
Cc1ccc(F)cc1NC(=O)C1CCN(c2cnccn2)CC1 | 1.6 | -2.4 | -1.5 | 0.4 | -12.3 | 5.9 | 2.3 | 1.6 | -4.0
O=C(O)CCC(=O)N1N=C(c2ccc(Br)cc2)CC1c1ccc(Br)cc1 (stereo unspecified) | 1.6 | -16.7 | 0.6 | 1.4 | -4.7 | 7.8 | -0.8 | 12.6 | 5.1
COc1cc(/C=C\C(=O)NCc2ccc3c(c2)cc(C)n3C)cc(OC)c1OC | 0.7 | 6.5 | -0.8 | -0.4 | 4.0 | 2.6 | 1.7 | 3.0 | -3.0
CCOc1cc(NC(=S)NC)c(OCC)cc1NC(=O)c1cccs1 | 1.0 | -3.1 | -6.8 | -1.2 | -17.5 | 8.5 | -0.7 | -3.8 | 0.5
C/C(CC(=O)Nc1ccccc1Br)=N\NC(=O)C(=O)N1CCCC1 | 5.1 | -11.9 | 0.7 | 3.4 | 8.3 | 2.7 | 0.3 | 0.8 | -0.2
Cc1c(NC=C(C#N)C#N)c(=O)n(-c2ccccc2)n1C | 0.3 | -1.2 | -3.3 | -1.6 | -1.1 | 0.9 | -1.0 | -5.8 | -1.0
CC(C)[C@@H]1NC(=O)c2cc([N+](=O)[O-])cc(I)c2OCC[C@@H](C(N)=O)NC(=O)[C@H](CCC(=O)O)NC1=O | 2.3 | -23.4 | 2.6 | 2.7 | -1.2 | -1.1 | 0.2 | 2.5 | 0.9
